ANO1 activ – mouse TMEM16A channel activation, primary screen. Q8BHY3. HEK293 TMEM16A/YFP-H148Q/I152L, iodide quench fluorescence; hits give low values. B-score at 10 µM. hit rate 0.3% among 340,000. AID 623877;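 active = fluorescence-ratio B-score plate-corrected deviation score at least 3 library SD below zero, with starting fluorescence score within 5 deviations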;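 also: channel opened by trigger with iodide after compound preincubation; score built on the fluorescence ratio of max minus min over baseline; more negative score means more quench and so TMEM16A activation or potentiation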
Target sequence (Q8BHY3 whole entry, looked up): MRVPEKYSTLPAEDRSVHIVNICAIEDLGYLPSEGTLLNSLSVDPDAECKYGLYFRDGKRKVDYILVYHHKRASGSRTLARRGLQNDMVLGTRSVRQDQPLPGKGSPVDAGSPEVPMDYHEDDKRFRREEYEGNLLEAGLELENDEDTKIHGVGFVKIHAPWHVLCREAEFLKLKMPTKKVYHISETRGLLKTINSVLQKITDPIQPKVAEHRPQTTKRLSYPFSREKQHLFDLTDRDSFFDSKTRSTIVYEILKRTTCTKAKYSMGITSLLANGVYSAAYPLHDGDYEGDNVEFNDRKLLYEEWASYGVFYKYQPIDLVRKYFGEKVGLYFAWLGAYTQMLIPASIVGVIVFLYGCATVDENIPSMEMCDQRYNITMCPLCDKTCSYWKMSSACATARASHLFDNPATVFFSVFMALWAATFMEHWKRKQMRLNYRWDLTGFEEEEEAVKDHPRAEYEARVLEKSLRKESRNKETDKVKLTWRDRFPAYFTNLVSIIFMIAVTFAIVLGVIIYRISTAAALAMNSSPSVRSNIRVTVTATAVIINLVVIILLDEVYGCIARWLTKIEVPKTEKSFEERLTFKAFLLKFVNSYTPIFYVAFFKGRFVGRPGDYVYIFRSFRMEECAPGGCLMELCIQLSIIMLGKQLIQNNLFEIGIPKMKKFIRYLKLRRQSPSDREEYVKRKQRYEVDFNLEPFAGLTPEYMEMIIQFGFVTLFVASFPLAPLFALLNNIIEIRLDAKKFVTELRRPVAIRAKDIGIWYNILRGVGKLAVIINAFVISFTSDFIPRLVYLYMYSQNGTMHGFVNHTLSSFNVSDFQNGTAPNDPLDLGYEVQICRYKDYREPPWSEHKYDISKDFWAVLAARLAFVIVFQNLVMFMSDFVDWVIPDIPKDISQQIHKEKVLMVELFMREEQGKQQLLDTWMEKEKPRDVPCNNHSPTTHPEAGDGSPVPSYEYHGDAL
Calls only; i = inactive. An excerpt; count on the stated rates, not on these rows.

SMILES	ANO1 activ
COCc1c(C(=O)Nc2cccc(S(=O)(=O)N3CCCCC3)c2)oc2ccccc12	i
COc1ccc(C(CNC(=O)c2cccc(S(=O)(=O)Nc3ccc(F)cc3)c2)N2CCCCC2)cc1 (centres undefined)	i
C[C@H](CO)N1C[C@H](C)[C@@H](CN(C)S(=O)(=O)c2ccccc2)Oc2c(NC(=O)Nc3ccc(C(F)(F)F)cc3)cccc2C1=O	i
CCC(NC(=O)c1ccccc1NC(=O)C(C)(C)C)C(=O)N1CC(C)OC(C)C1 (centres undefined)	i
CC(Sc1nnc(-c2ccccc2F)n1C)C(=O)NC1CCCCC1 (centres undefined)	i
C[C@H]1CN([C@@H](C)CO)C(=O)c2cccc(NC(=O)Nc3ccc(C(F)(F)F)cc3)c2O[C@@H]1CN(C)S(=O)(=O)c1ccc(Cl)cc1	i
CC[C@@H]1C/C=C\Cc2ccccc2[C@@H](C(=O)C[C@@H](O)CC(C)=O)OC1=O	i
CC(NC1=CC(=O)c2cccnc2C1=O)C(O)c1ccccc1 (centres undefined)	i
CC1CCN(C(=O)c2[nH]cnc2C(=O)NCCCCCNC(=O)OC(C)(C)C)CC1	i
CC(=O)N/C(=C/C(C)C)c1ccccc1	i
O=C(O)c1ccc(-n2ncc3c2/C(=C\c2cccc([N+](=O)[O-])c2)CC3)cc1	i
CCCN(C(=O)CSc1nnc(N)s1)c1c(N)n(Cc2ccccc2)c(=O)[nH]c1=O	i
CCOC(=O)[C@H]1[C@H]2COc3ccc(OC)cc3[C@@H]2N2C(=O)CN(Cc3ccc(C)cc3)C(=O)[C@@]12C	i
COc1ccc(S(=O)(=O)NCc2cccnc2)cc1NC(=O)c1ccccc1C	i
CC1Cc2ccccc2N1C(=O)COC(=O)/C=C/c1ccc(F)cc1 (centres undefined)	i
CN(Cc1ccc(Cl)cc1Cl)C(=O)CCNC(=O)c1ccco1	i
NC(=O)C1CCN(C(=O)c2cccc(S(=O)(=O)N3CCCC3)c2)CC1	i
Cc1cc(C)cc(OCC(=O)NNC(=O)c2ccccn2)c1	i
O=C(Nc1ccccc1)P(=O)(O)c1ccccc1	i
CNC(=O)c1cccc(NC(=O)c2cc(-c3ccccc3)nc3c2cnn3C(C)C)c1	i
O=C(CN1C(=O)NC2(CCCCC2)C1=O)Nc1cccc(Cl)c1Cl	i
COc1ccc(C(=O)OCC(=O)NC2CC2)cc1OC	i
O=C(COC(=O)c1cc(S(=O)(=O)N2CCOCC2)ccc1F)Nc1ccc(Cl)cn1	i
O=c1[nH][nH]c(-c2ccccc2)c1-c1ccccc1	i
Cc1ccc(NC(=O)CN(C)C(=O)/C=C/c2ccc3c(c2)OCO3)cc1	i

In the list so far, these have a halogen:
SMILES	ANO1 activ
COc1ccc(C(CNC(=O)c2cccc(S(=O)(=O)Nc3ccc(F)cc3)c2)N2CCCCC2)cc1 (centres undefined)	i
C[C@H](CO)N1C[C@H](C)[C@@H](CN(C)S(=O)(=O)c2ccccc2)Oc2c(NC(=O)Nc3ccc(C(F)(F)F)cc3)cccc2C1=O	i
CC(Sc1nnc(-c2ccccc2F)n1C)C(=O)NC1CCCCC1 (centres undefined)	i
C[C@H]1CN([C@@H](C)CO)C(=O)c2cccc(NC(=O)Nc3ccc(C(F)(F)F)cc3)c2O[C@@H]1CN(C)S(=O)(=O)c1ccc(Cl)cc1	i
CC1Cc2ccccc2N1C(=O)COC(=O)/C=C/c1ccc(F)cc1 (centres undefined)	i
CN(Cc1ccc(Cl)cc1Cl)C(=O)CCNC(=O)c1ccco1	i
O=C(CN1C(=O)NC2(CCCCC2)C1=O)Nc1cccc(Cl)c1Cl	i
O=C(COC(=O)c1cc(S(=O)(=O)N2CCOCC2)ccc1F)Nc1ccc(Cl)cn1	i

Other compounds.
SMILES	ANO1 activ
O=C(CCC(=O)c1cccs1)OCC(=O)c1ccccc1	i
Cc1cccc(NC(=O)CN2CCN(CC(=O)NCC3(N4CCCCC4)CCCCC3)CC2)c1C	i
Clc1ccccc1C=NNc1ccccn1	i
COc1ccc(C(=O)OCC(=O)c2c[nH]c3ccccc23)c(OC)c1	i
Cc1n[nH]c(C)c1S(=O)(=O)N1CCN(S(=O)(=O)c2ccccc2C#N)CC1	i
CSCCC(NC(=O)c1ccc(C(C)(C)C)cc1)C(=O)OCC(=O)N1CCCC1=O (centres undefined)	i
COc1ccc(C=C(C#N)c2ccc(OC)cc2)cc1	i
O=C(OCC(=O)N1CCc2ccccc21)[C@@H]1CC(O)CN1S(=O)(=O)c1ccc(Cl)cc1 (some centres undefined)	i
COc1ccc2c(c1)OC(=O)CC2c1cc(OC)c(OC)c(OC)c1 (centres undefined)	i
CN(C)S(=O)(=O)c1ccc(Cl)c(NC(=O)COC(=O)/C=C/c2ccc3ccccc3n2)c1	i
Nc1ccc2cc3ccccc3cc2c1	i
CCOC(=O)N1CCN(C(=O)COC(=O)c2ccc(N(C)C)cc2)CC1	i
CC1CCN(c2ccc3c(c2)S(=O)(=O)c2cccc(C(=O)NCc4cccc(F)c4)c2C3=O)CC1	i
Cc1onc(-c2ccccc2)c1C(=O)NCC(=O)Nc1cc(Cl)ccc1Cl	i
CCC(C)N(C(=O)CSc1nc(-c2cccs2)nc2ccccc12)C1CCS(=O)(=O)C1 (centres undefined)	i
O=[N+]([O-])c1cccc(S(=O)(=O)Nc2ccc3cn[nH]c3c2)c1	i
CC(=O)N1CCN(C(=O)c2ccc(NS(=O)(=O)c3ccc(Cl)c(Cl)c3)cc2)CC1	i
CC(C)CN1C(=O)C(=O)N(CC(=O)NC(C)CCc2ccccc2)C1=O (centres undefined)	i
O=C(CCCCC(=O)NN=Cc1ccccc1O)NN=Cc1ccccc1O	i
CC(C)[C@H]1COCCS(=O)(=O)N1Cc1ccccc1-c1ccc(C(C)(C)C)cc1	i
COc1cc(-c2cc(C(=O)OCC(=O)NC3CC3)c3ccccc3n2)cc(OC)c1OC	i
O=C(NC1CC1)c1cccc2c1C(=O)c1ccc(N3CCC(Cc4ccccc4)CC3)cc1S2(=O)=O	i
CN(C(=O)c1cc2ccccc2o1)c1c(N)n(Cc2ccccc2)c(=O)[nH]c1=O	i
CCN(C(=O)c1ccc(=O)n(C)n1)c1c(N)n(Cc2ccccc2)c(=O)[nH]c1=O	i
CCOc1ccccc1OCCCC(=O)Nc1ccc(Cl)c(S(=O)(=O)N2CCOCC2)c1	i

(list continues)
SMILES	ANO1 activ
O=C(COC(=O)c1ccc(S(=O)(=O)N2CCCC2)cc1)Nc1cccc(Cl)c1	i
O=c1[nH]nnc2cc(Cl)ccc12	i
CCCCn1cnc2c(SCCc3ccccc3)nc(N)nc21	i
CCC(CO)Oc1cc(NCc2ccc(F)cc2)c2ncn(C(C)C)c2c1 (centres undefined)	i
CC(=O)Nc1ccc(S(=O)(=O)N(C)CC(=O)NNC(=O)c2cccs2)cc1	i
COc1ccc(C(=O)NNC(=O)C(NC(=O)c2cc(OC)cc(OC)c2)C(C)C)cc1 (centres undefined)	i
Cc1ccccc1OCC(=O)OCC(=O)NC1CC1	i
COC(=O)CCNC(=O)CCc1ccc(S(=O)(=O)N2CCCCCC2)cc1	i
Cc1ccc(C(C)NC(=O)COC(=O)C2=COCCO2)cc1C (centres undefined)	i
CCOC(=O)C(Cc1ccnnc1)=NO	i
O=C(OCC(=O)N1CCOCC1)c1cc(-c2ccccc2)nc2ccccc12	i
CCOC(=O)Cc1cc(=O)[nH]n(-c2ccccc2)c1=O	i
CCN(C(=O)c1c(C)noc1C)c1c(N)n(Cc2ccccc2)c(=O)[nH]c1=O	i
CCCc1cc(=O)[nH]c(SCC(=O)N(C)CC(=O)Nc2ccc(F)cc2)n1	i
Cc1cc2c(cc1C)C(=O)C(Br)=C(N)C2=O	i
CCOc1cc(N2CCOCC2)c(OCC)cc1NC(=O)c1ccc(F)c(S(=O)(=O)N2CCOCC2)c1	i
Cc1ccc(-c2nnc(-c3cccc4ccccc34)o2)cc1	i
Nc1cccc(C#Cc2ccc3c(=O)c4ccccc4oc3c2)c1	i
Cc1c(/C(O)=C2/C(=O)C(=O)N(CCN3CCOCC3)C2c2ccco2)cnn1-c1ccccc1 (centres undefined)	i
COc1ccc(CNC(=O)COC(=O)CN2C(=O)NC3(CCCC3)C2=O)cc1	i
CC(Oc1ccc(Br)cc1)C(=O)NCC1(N2CCCCC2)CCCCC1 (centres undefined)	i
COc1ccc(CCNC(=O)Cc2ccc(NS(=O)(=O)c3ccc(F)cc3)cc2)cc1OC	i
COc1ccc(CCNC(=O)COC(=O)CSc2ccc([N+](=O)[O-])cc2)cc1OC	i
NC(=O)c1ccccc1OCC(=O)Nc1cccnc1Cl	i
COc1cccc(OC)c1C(=O)N[C@@H]1C(=O)N2[C@@H]1SC(C)(C)[C@@H]2C(=O)O	i

Rewritten as labelled records: part of the list above.
> CCC(CO)Oc1cc(NCc2ccc(F)cc2)c2ncn(C(C)C)c2c1 (centres undefined)
  ANO1 activ: i
> CC(=O)Nc1ccc(S(=O)(=O)N(C)CC(=O)NNC(=O)c2cccs2)cc1
  ANO1 activ: i
> COc1ccc(C(=O)NNC(=O)C(NC(=O)c2cc(OC)cc(OC)c2)C(C)C)cc1 (centres undefined)
  ANO1 activ: i
> Cc1ccccc1OCC(=O)OCC(=O)NC1CC1
  ANO1 activ: i

New compounds follow.
SMILES	ANO1 activ
Cc1cccc(N2CC(C(=O)NCC3COc4ccccc4O3)CC2=O)c1C (centres undefined)	i
Cc1noc(C)c1NC(=O)N(C)C[C@H]1Oc2c(NC(=O)Nc3ccc(C(F)(F)F)cc3)cccc2C(=O)N([C@H](C)CO)C[C@@H]1C	i
O=C(OCCC12CC3CC(CC(C3)C1)C2)c1ccc(NCc2cc(O)ccc2O)cc1	i
COc1cccc(CN(C)C(=O)CCN=C2NS(=O)(=O)c3ccccc32)c1OC	i
CC1CCCC(NC(=O)COC(=O)c2ccc(Br)o2)C1C (centres undefined)	i
CC(C)Oc1ccc(S(=O)(=O)N2CCOCC2)cc1NC(=O)C1CCCCC1	i
Cc1noc(C)c1NC(=O)Nc1cccc2c1O[C@@H](CN(C)C(=O)Nc1ccc3c(c1)OCO3)[C@@H](C)CN([C@H](C)CO)C2=O	i
S=C(NN=C(c1ccccc1)c1ccccn1)N(Cc1ccccn1)Cc1ccccn1	i
Cc1ccc(S(=O)(=O)N2CCC(C(=O)NCCCN3CCCC3=O)CC2)cc1	i
COC1C(O)C(O)C(O)C(O)C1O (centres undefined)	i
COc1cccc(-c2ncc3ccccc3c2COC(=O)c2ccco2)c1	i
CC(Sc1ccc(S(=O)(=O)N2CCCCCC2)cn1)C(N)=O (centres undefined)	i
C[C@@H](C(=O)Nc1cc(C(F)(F)F)ccc1N1CCOCC1)N1C(=O)C2CC=CCC2C1=O (some centres undefined)	i
O=C(O)c1cc(S(=O)(=O)N2CCCCC2)ccc1N1CCCCC1	i
Cc1cccc(NC(=O)CNC(=O)c2cn(Cc3ccccc3)nc2-c2cccnc2)c1C	i
CC1(C)O[C@@H]2[C@H](O1)[C@@H](COS(=O)(=O)O)O[C@H]2n1cnc2c(=O)[nH]cnc21	i
O=C(COC(=O)COc1ccccc1)NC1CCS(=O)(=O)C1 (centres undefined)	i
CC1(C)CC(NC(=O)C2CCN(S(=O)(=O)c3cccc(C(F)(F)F)c3)CC2)CC(C)(C)N1	i
Cc1cccc(NC(=O)C2CC(=O)N(c3ccc4c(c3)OCCO4)C2)n1 (centres undefined)	i
O=C1NC(=S)NC1(c1ccccc1)c1ccccc1	i
CCOc1ccc(/C=N/NC(=O)c2ccccc2C)cc1CN1CC2CC(C1)c1cccc(=O)n1C2 (centres undefined)	i
CC(OC(=O)CNC(=O)c1sc2ccccc2c1Cl)c1ccccc1 (centres undefined)	i
COc1cc(CC(=O)OCC(=O)NCc2cccs2)cc(OC)c1OC	i
COc1ccc(-c2coc3cc(O)c(OC)cc3c2=O)cc1	i
O=[N+]([O-])c1c(NCc2ccco2)ncnc1NCc1ccco1	i

The results go on.
SMILES	ANO1 activ
Cn1c(N)c(C(=O)CSc2nnc(NC3CCCCC3)s2)c(=O)n(C)c1=O	i
CC1([N+](=O)[O-])COC(C=Cc2ccccc2)OC1 (centres undefined)	i
O=C1c2cc(Br)ccc2OC2C=CC=CC12 (centres undefined)	i
O=C(CCN1C(=O)CSc2ccccc21)Nc1cccc(C(F)(F)F)c1	i
COc1cccc(C=C2SC(=S)NC2=O)c1	i
COc1ccc(OC)c(NC(=O)COC(=O)CCc2ccc(S(=O)(=O)N3CCOCC3)cc2)c1	i
COc1cc(NC(=O)CN2C(=O)c3ccccc3S2(=O)=O)cc(OC)c1	i
Cc1ccc(NC(=O)COc2ccc(Cl)cc2Cl)cc1S(=O)(=O)N1CCOCC1	i
COC(=O)c1ccccc1S(=O)(=O)N1CCC(C(=O)NC2CCCCC2C)CC1 (centres undefined)	i
CCCN(CCC)C(=O)C(c1ccccc1)C1(O)CCCCC1 (centres undefined)	i
COc1cccc(NC(=O)c2cc(-c3ccccn3)nc3ccccc23)c1	i
CCN(CC)S(=O)(=O)c1cccc(NC(=O)CN2C(=O)NC3(CCOc4ccccc43)C2=O)c1 (centres undefined)	i
C=CCn1c(SC)nccc1=O	i
COc1ccc(C(=O)NCC(=O)OCC(=O)Nc2ncc(Cl)cc2Cl)cc1[N+](=O)[O-]	i
COc1cccc(NC(=O)CN(C)C(=O)C2=COCCO2)c1	i
CCOC(=O)c1ccccc1NC(=O)CSc1nc2c(sc(=S)n2CC)c(=O)[nH]1	i
COc1cccc(CNC(=O)c2ccc(NC(=O)CC3SC(N4CCCC4)=NC3=O)cc2)c1 (centres undefined)	i
CC(C)NS(=O)(=O)c1ccc(NC(=O)C(C)OC(=O)CCCOc2ccccc2)cc1 (centres undefined)	i
O=C(Nc1cc([N+](=O)[O-])ccc1O)NC1CCS(=O)(=O)C1 (centres undefined)	i
CCC/C(C#Cc1ccc(N(C)C)cc1)=C1/c2ccccc2C(=O)N1c1ccccc1	i
O=C1CN(C(=O)COC(=O)[C@@H]2CC(O)CN2S(=O)(=O)c2ccc(Cl)cc2)c2ccccc2N1 (some centres undefined)	i
Cc1nn(-c2ccccc2)nc1C(=O)OCC(=O)N1CCC(C)CC1	i
